Screening results from PubChem.
D2 potentiator: HTS Assay for Positive Allosteric Modulators of the Human D2 Dopamine Receptor: Primary Screen for Potentiators. D(2) dopamine receptor (Homo sapiens), P14416. HEK293 T-REx D2, calcium flux, EC20 dopamine potentiation. potentiation, % at 10 µM. 0.34% of 340,000 active. AID 485347, 2010;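 active = potentiation over 3 SD above the plate norm, cut at about 30% in these data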; also: 0% is about no effect
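Cells plated with tetracycline inducer and held overnight at 30 C; calcium dye loaded 30–90 min at room temperature; baseline taken, compound added and read 180 s; EC20 dopamine then added and read 180 s.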
RXFP1 ag: qHTS Assay for Agonists of the Relaxin Receptor RXFP1; Relaxin receptor 1 (Homo sapiens), Q9HBX9; HEK293T-RXFP1 cAMP TR-FRET, 30 min; response scale: percent of porcine relaxin response, buffer zero; Potency, µM (series often up to 57.5 µM), for inactives: top-dose activation, hits mostly activators; 0.3% of 370,000 active; active = well fitted activation curve with a large enough effect; inconclusive = small, poorly fitted or top-dose-only effect; also: potency is read from the fitted curve at half-maximal effect; % is scaled to controls: 0 for no effect and ±100 for the full control effect; nearly all actives have a fitted effect of over 60% in size; many of its hits are not listed in these tables
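HEK293T cells stably expressing RXFP1 were pretreated with the PDE4 inhibitor Ro 20174, exposed to compounds for 30 min at 37C, lysed, and cAMP was read by TR-FRET. Data normalized to buffer (basal) and 29 nM porcine relaxin (100%).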
D2 ag: HTS Assay for Allosteric Agonists of the Human D2 Dopamine Receptor: Primary Screen for Agonists; D(2) dopamine receptor (Homo sapiens), P14416; HEK293 T-REx D2 cells, calcium flux agonist mode; activation, % at 2 µM; 0.53% of 340,000 active; AID 485358, 2010;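 active = activation over 3 SD above normal in the single-dose calcium agonist read, cut at about 30% in these data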; also: 0% is about no effect
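In this primary screen, compounds producing a positive calcium signal within 180 s of addition to tetracycline-induced, force-coupled HEK293 Trex D2 cells are flagged; cells are dye-loaded with a no-wash calcium kit beforehand.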
RXFP1 antagonist: qHTS Assay for Antagonists of the Relaxin Receptor RXFP1; HEK293-RXFP1, relaxin-stimulated cAMP HTRF, 30 min; active compounds read low; activity change, negative = inhibition, % at 57.5 µM; 0.59% of 350,000 active;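 active = activity change of -60% or lower, but not beyond a set lower limit; inconclusive = change between -60% and -40%, or beyond the set limit; inactive = change above -40%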; also: % is scaled to controls: 0 for no effect and ±100 for the full control effect
D1 agonist: Allosteric Agonists of the Human D1 Dopamine Receptor: qHTS | D(1A) dopamine receptor (Homo sapiens), P21728 | HEK293 T-REx D1 cells, calcium flux, agonist mode | activation, % at 2 µM | 1% of 360,000 active | AID 504660, 2011; in the data active = activation above about 30%; also: 0% is about no effect
Target sequence (P21728 whole entry, looked up): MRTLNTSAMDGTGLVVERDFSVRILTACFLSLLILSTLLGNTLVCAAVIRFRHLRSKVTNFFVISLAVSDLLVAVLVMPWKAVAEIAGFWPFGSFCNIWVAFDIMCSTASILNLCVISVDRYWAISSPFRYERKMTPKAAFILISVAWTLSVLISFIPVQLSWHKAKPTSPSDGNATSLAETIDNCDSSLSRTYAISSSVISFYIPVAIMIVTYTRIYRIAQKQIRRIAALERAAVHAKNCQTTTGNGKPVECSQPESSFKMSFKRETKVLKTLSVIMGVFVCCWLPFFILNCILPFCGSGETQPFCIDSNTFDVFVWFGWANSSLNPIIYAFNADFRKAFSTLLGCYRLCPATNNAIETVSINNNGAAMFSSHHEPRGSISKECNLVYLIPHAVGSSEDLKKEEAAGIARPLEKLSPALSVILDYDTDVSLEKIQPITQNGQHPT
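Agonism was scored from calcium flux recorded over 180 s (1 read/s) after pintool compound addition, following a 10-cycle baseline. Cells were inducible force-coupled HEK293 TREx D1, plated overnight at 30 C and loaded with no-wash calcium dye.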
D2 antagonist: HTS Assay for Allosteric Antagonists of the Human D2 Dopamine Receptor: Primary Screen for Antagonists; HEK293 TREx D2 cells, calcium flux, dopamine EC80; 2% of 340,000 active; AID 485344, 2010; inhibition, % at 10 µM; D(2) dopamine receptor (Homo sapiens), P14416; in the data active = inhibition above about 30%; also: 0% is about no effect
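Inhibition of EC80 dopamine-driven calcium flux, recorded kinetically, defines activity here; cells are a tetracycline-induced HEK293 T-REx line expressing force-coupled D2.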
D1 antagonist: Antagonist of Human D 1 Dopamine Receptor: qHTS | activity change, negative = inhibition, % at 10 µM | D(1A) dopamine receptor (Homo sapiens), P21728 | HEK293 TREx D1 cells, calcium flux, dopamine EC80; active compounds read low | 3.2% of 360,000 active; in the data active = activity change below about -30%; also: % is scaled to controls: 0 for no effect and ±100 for the full control effect
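Using tetracycline-induced force-coupled D1 Hek293 cells and a calcium dye, signals were followed for 180 s after compound, then for 180 s after EC80 dopamine, to detect inhibitors.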
D1 PAM: Potentiators of Human D1 Dopamine Receptor: qHTS; HEK293 TREx D1 cells, calcium flux, dopamine EC20 potentiation; 0.036% of 360,000 active; AID 504651, 2011; potentiation, % at 10 µM; in the data active = potentiation above about 30%; also: 0% is about no effect
TRHR PAM: qHTS for Small Molecule Agonists and Allosteric Enhancers of Human TRH Receptor: Primary Screen for Enhancers; AID 493056, 2011; TRHR cells, fluo-8 calcium fluorescence, EC20 TRH enhancement; enhancement, % at 2 µM; Thyrotropin-releasing hormone receptor (Homo sapiens), P34981; 0.66% of 360,000 active; in the data active = enhancement above about 30%; also: 0% is about no effect
Target sequence (P34981 whole entry, looked up): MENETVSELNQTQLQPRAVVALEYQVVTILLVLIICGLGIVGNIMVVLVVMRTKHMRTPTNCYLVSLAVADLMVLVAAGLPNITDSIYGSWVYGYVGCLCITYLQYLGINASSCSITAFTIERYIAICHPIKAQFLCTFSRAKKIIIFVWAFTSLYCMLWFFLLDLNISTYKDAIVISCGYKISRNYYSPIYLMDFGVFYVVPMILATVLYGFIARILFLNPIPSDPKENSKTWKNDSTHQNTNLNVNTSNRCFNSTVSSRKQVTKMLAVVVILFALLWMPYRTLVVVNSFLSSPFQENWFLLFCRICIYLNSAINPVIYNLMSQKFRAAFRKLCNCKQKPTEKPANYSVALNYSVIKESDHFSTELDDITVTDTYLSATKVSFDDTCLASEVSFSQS
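Enhancer read-out: after compound pinning and an initial kinetic agonist-mode read, an EC20 of TRH (10 nM final) was injected and fluo-8 calcium signal (Ex 480/Em 530) followed at 1 s/cycle for 100 cycles in TRHR-expressing cells.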
* hit, by the source's call; ? = inconclusive; . = no result given. The list is partial, so the mix of outcomes need not match the whole.

SMILES	D2 potentiator	RXFP1 ag	D2 ag	RXFP1 antagonist	D1 agonist	D2 antagonist	D1 antagonist	D1 PAM	TRHR PAM
CCOC(=O)c1sc2ncnc(N3CCN(c4ccc(OC)cc4)CC3)c2c1C	2	2.7%	-0.4	-16	2	4	-16	-4	3
CCc1cccc2c(C(=O)COC(=O)c3ccccc3)c[nH]c12	-3	-3.1%	1.3	-15	5	-9	-16	-5	1
COc1ccc(N(C)C(=O)Cn2cc(S(=O)(=O)N3CCN(c4ccccc4F)CC3)c3ccccc3c2=O)c(OC)c1	-1	1.2%	.	.	7	.	-12	-4	2
COc1cccc(CNC(C)C(=O)Nc2ccc3c(c2)OCCO3)c1 (configuration not stated)	3	0.1%	-0.3	7	2	-5	-2	-11	-3
O=C(/C=C/c1ccccn1)c1cc(Br)ccc1O	-10	-0.1%	0.1	-15	1	-13	-2	-5	7
CN(c1ccc(C(=O)N2CCc3ccccc3C2)cc1)S(C)(=O)=O	7	2.5%	1.0	-4	2	1	1	-3	-2
COc1ccc2[nH]c3c(=O)n(Cc4ccc(C(=O)N5CCCCCC5)cc4)c(=S)[nH]c3c2c1	8	3.7%	-1.3	-26	1	23	-8	-4	0
CC(C)(C)c1ccc(/C=C/C(=O)Nc2nncs2)cc1	.	2.5%	.	-4	4	.	-3	1	-3
Cc1nc(-c2cc(C#N)c(Sc3cccc(C(F)(F)F)c3)nc2C)cs1	-2	1.9%	0.9	1	30*	2	-55*	-2	-7
O=C(CCc1ccc(S(=O)(=O)NCCc2ccccc2)cc1)Nc1ccc2c(c1)OCCO2	-2	1.7%	-0.3	-12	0	1	-9	-6	0

Given with values under each structure: entries from further up.
The line under a structure holds: D2 potentiator | RXFP1 ag | D2 ag | RXFP1 antagonist | D1 agonist | D2 antagonist | D1 antagonist | D1 PAM | TRHR PAM
- O=C(CCc1ccc(S(=O)(=O)NCCc2ccccc2)cc1)Nc1ccc2c(c1)OCCO2
→ -2 | 1.7% | -0.3 | -12 | 0 | 1 | -9 | -6 | 0
- COc1ccc2[nH]c3c(=O)n(Cc4ccc(C(=O)N5CCCCCC5)cc4)c(=S)[nH]c3c2c1
→ 8 | 3.7% | -1.3 | -26 | 1 | 23 | -8 | -4 | 0

Additional records
SMILES	D2 potentiator	RXFP1 ag	D2 ag	RXFP1 antagonist	D1 agonist	D2 antagonist	D1 antagonist	D1 PAM	TRHR PAM
COc1ccc(N2CCN(C(=O)COC(=O)c3oc4ccc(OC)cc4c3C)CC2)cc1	4	6.6%	0.1	-6	4	-7	-13	-7	1
COc1ccc(-c2cc(C(F)(F)F)c3c(N)c(C(=O)NCCSC)sc3n2)cc1	-4	19%	9.7	2	31*	-3	3	5	-2
COc1ccc(OC)c(CCNC(=O)CCc2nnc3ccc(N4CCCCC4)nn23)c1	12	3.9%	-0.2	6	-1	-4	-3	-2	13
CC1Cc2cc(/C(O)=C3/C(=O)C(=O)N(Cc4ccncc4)C3c3ccc(N(C)C)cc3)ccc2O1 (configuration not stated)	2	5.3%	-0.4	4	4	-11	23	-3	4
COc1ccccc1/C=C\C=N\n1c(-c2ccc(Cl)cc2)n[nH]c1=S	4	-2.0%	-0.5	-28	-1	5	8	0	1
Cc1ccc(C(=O)NCCn2c(N)c(C#N)c3nc4ccccc4nc32)cc1	.	26%	.	.	5	.	-2	-3	0
Nc1nn(S(=O)(=O)c2ccccc2)cc1-c1cccc([N+](=O)[O-])c1	8	-0.7%	-1.2	14	-1	-26	3	7	7
COc1ccc(CNC(=O)COc2cccnc2[N+](=O)[O-])cc1OC	2	0.3%	-1.1	3	2	20	-11	-4	0
Cc1ccccc1Oc1ccc(Oc2ccccc2C)nn1	3	1.1%	-0.4	-15	22	8	-16	-3	10
Nc1c([N+](=O)[O-])c(=O)oc2ccccc12	0	-0.3%	-3.3	14	3	30	23	4	-5

Results in TRHR PAM, D2 ag and D2 potentiator, for some of the entries so far:
canonical_smiles | TRHR PAM | D2 ag | D2 potentiator
Cc1ccccc1Oc1ccc(Oc2ccccc2C)nn1 | 10 | -0.4 | 3
Nc1c([N+](=O)[O-])c(=O)oc2ccccc12 | -5 | -3.3 | 0

Later entries.
SMILES	D2 potentiator	RXFP1 ag	D2 ag	RXFP1 antagonist	D1 agonist	D2 antagonist	D1 antagonist	D1 PAM	TRHR PAM
Cn1nnc2cc(C(=O)NC3CC3)ccc21	-8	-0.5%	0.4	4	3	-20	-11	3	22
O=C(/C=C/c1ccc(Cl)cc1Cl)c1nc2ccccc2[nH]1	-2	2.3%	0.0	-11	1	-8	6	-6	-1
O=C(O)c1ccc(Cl)c(S(=O)(=O)Nc2cccc(C(=O)Nc3cccc(C(F)(F)F)c3)c2)c1	.	0.5%	.	0	4	.	1	3	0
CC/C(O)=C(\C#N)c1nnc2n1CCCCC2	11	2.9%	0.4	9	1	-13	-11	2	0
COc1cccc(-n2c(SCC(=O)OC(C)C)nnc2-c2cccnc2)c1	.	-0.1%	1.9	-8	0	15	24	-4	-2
CC(COC(=O)c1ccccc1)(COC(=O)c1ccccc1)/[N+]([O-])=C/c1ccccc1	-2	-0.1%	-1.2	-8	1	6	-6	-3	2
O=C(O)c1nccnc1C(=O)Nc1ccccc1N1CCOCC1	15	1.8%	0.0	0	3	-2	7	7	6
CNC(=O)Cn1ncc2c(C)n(Cc3ccc(C)cc3)c(C)c2c1=O	5	1.4%	-0.2	-7	6	8	4	-1	-4
CN(C)S(=O)(=O)c1ccc(N2CCCC2)c(C(=O)NNC(=O)COc2ccccc2Cl)c1	3	0.9%	-0.7	-3	5	20	4	6	-12
CC1CCN(S(=O)(=O)c2ccc(NC(=O)c3ccccc3F)cc2)CC1	14	0.2%	1.3	-4	1	-4	8	-4	-6
COc1ccc(C2(CNC(=O)C(=O)Nc3ccc(F)cc3)CCCC2)cc1OC	12	5.1%	6.5	-3	-1	.	6	-1	32*
Cc1ccccc1C(=O)NCc1nc(-c2ccc(Cl)cc2)no1	-7	0.2%	-0.1	0	4	.	-7	-1	-1
COc1ccc(C(=O)NC(=S)NCc2ccco2)cc1OC	0	0.8%	-1.5	-27	1	1	-3	-3	1
Cc1ccc(C(=O)NNC(=O)c2ccc(C)cc2)cc1	5	1.7%	2.4	-1	3	-4	5	-5	-12
O=C(Nc1cccnc1)c1cc(-c2ccc3c(c2)OCO3)on1	-8	10%	4.7	2	1	-4	13	2	1
CCN(CC(=O)Nc1ccc(Br)cc1)C(=O)Cc1cccc(F)c1	.	0.5%	.	-2	1	.	14	2	-5
CCc1ccccc1NC(=O)C(=O)NCCc1sc(-c2cccc(C)c2)nc1C	2	?	.	.	9	.	21	-3	8
Cc1ccc(OCC(=O)Nc2ccc(S(=O)(=O)Nc3cc(C)nc(C)n3)cc2)c(C)c1	-8	0.1%	0.3	-6	2	3	5	-1	3
Cc1ccc(-c2nnn(CC(=O)N(c3ccccc3)C(C(=O)NC3CCCC3)c3ccco3)n2)o1 (configuration not stated)	17	0.3%	0.5	-3	0	33*	-13	-4	-4
CC(=O)NCc1cc(-c2nn(C)c(=O)c3ccccc23)ccc1C	3	-1.4%	-0.2	7	1	-4	0	-6	-2
O=C1C2C3C=CC(C3)C2C(=O)N1CNc1ccc(O)cc1 (configuration not stated)	-1	-2.6%	-1.0	.	1	-10	0	-6	-3
O=C1COc2ccc(OCc3ccc(F)cc3)cc21	.	-5.1%	.	-12	3	.	-12	-1	-1
N=C1SC(CC(=O)Nc2ccccc2[N+](=O)[O-])C(=O)N1c1ccccc1 (configuration not stated)	10	2.1%	-0.6	-5	1	-6	8	-9	12
Brc1ccc(OCc2nnnn2-c2ccccc2)cc1	-7	0.9%	0.4	-6	11	-12	-6	-4	-2
COc1cccc(CN(C)C(=O)CCNC(=O)c2ccco2)c1	10	-0.1%	-0.3	-6	-1	5	-4	0	0
CCOc1ccc(C(=O)NCC(=O)OCC(=O)N2CCC(C)CC2)cc1	6	2.7%	0.1	8	0	6	-3	-5	1
Cc1ccc(NC(=O)c2ccc(Cl)nc2)cc1	-10	1.2%	0.1	-6	0	0	1	12	3
O=C(NCCCc1nc2ccccc2n1Cc1ccccc1F)c1ccco1	0	0.0%	-0.3	3	-3	.	-16	3	-1
CC(=O)c1ccc(NC(=S)N2CCN(C(=S)Nc3ccc(C(C)=O)cc3)C(C)C2)cc1 (configuration not stated)	9	0.9%	-5.4	-39	3	12	-8	-4	9
C=CCNC(=O)CN(c1ccc(OC)cc1OC)S(C)(=O)=O	0	-0.5%	7.2	-16	2	-3	1	-5	2

Single records, as listed above.
COc1ccc2[nH]c3c(=O)n(Cc4ccc(C(=O)N5CCCCCC5)cc4)c(=S)[nH]c3c2c1 is listed as D2 potentiator: 8; RXFP1 ag: 3.7%; D2 ag: -1.3; RXFP1 antagonist: -26; D1 agonist: 1; D2 antagonist: 23; D1 antagonist: -8; D1 PAM: -4; TRHR PAM: 0
CNC(=O)Cn1ncc2c(C)n(Cc3ccc(C)cc3)c(C)c2c1=O is listed as D2 potentiator: 5; RXFP1 ag: 1.4%; D2 ag: -0.2; RXFP1 antagonist: -7; D1 agonist: 6; D2 antagonist: 8; D1 antagonist: 4; D1 PAM: -1; TRHR PAM: -4
O=C(/C=C/c1ccc(Cl)cc1Cl)c1nc2ccccc2[nH]1 is listed as D2 potentiator: -2; RXFP1 ag: 2.3%; D2 ag: 0.0; RXFP1 antagonist: -11; D1 agonist: 1; D2 antagonist: -8; D1 antagonist: 6; D1 PAM: -6; TRHR PAM: -1

New compounds follow:
SMILES	D2 potentiator	RXFP1 ag	D2 ag	RXFP1 antagonist	D1 agonist	D2 antagonist	D1 antagonist	D1 PAM	TRHR PAM
COc1cccc(C(=O)Nc2ccc(Cl)c(-c3nc4ccccc4[nH]3)c2)c1	2	1.0%	-2.1	-4	10	.	-5	-1	-7
COc1cc(C(=O)NNC(=S)NC(=O)c2ccc(Cl)cc2)cc(OC)c1OC	-2	-0.8%	3.6	5	60*	14	-5	-1	12
Cc1ccc(CNC(=O)C2CCCN(c3nn4c(=O)cc(C)nc4s3)C2)cc1 (configuration not stated)	1	8.0%	0.5	-18	-1	2	-9	3	8
CC1CCCN(CCOCCSc2ccccc2)C1 (configuration not stated)	-20	-0.2%	-2.5	5	2	2	4	-4	4
